Screening results (PubChem BioAssay)
Mcl-1 Bim block: inhibitors of Bim-Mcl-1 interaction, human; Bead-based flow cytometry, Bim peptide-Mcl-1 binding; inhibition, % at 10 µM; hit rate 0.1% among 190,000; AID 1009;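 further: 0% = no compound tracer wells and 100% = peptide blocker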
Target sequence (Q07820 whole entry, looked up): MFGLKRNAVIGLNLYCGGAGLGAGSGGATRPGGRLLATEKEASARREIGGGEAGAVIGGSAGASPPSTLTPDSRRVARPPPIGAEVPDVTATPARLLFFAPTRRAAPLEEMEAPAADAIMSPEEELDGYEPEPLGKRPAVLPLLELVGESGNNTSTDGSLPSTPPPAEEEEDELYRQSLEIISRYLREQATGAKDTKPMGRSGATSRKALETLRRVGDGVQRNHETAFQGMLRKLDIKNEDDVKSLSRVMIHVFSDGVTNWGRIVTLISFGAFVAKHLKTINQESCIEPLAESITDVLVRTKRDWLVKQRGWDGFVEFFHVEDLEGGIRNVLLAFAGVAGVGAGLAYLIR
Bfl-1 Bim block: inhibitors of Bim-Bfl-1 interaction, human. Q16548. Bead-based flow cytometry, Bim-Bfl-1 binding inhibition. inhibition, % at 10 µM. hit rate 0.12% among 190,000. AID 1008;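 further: 0% = wells without compound plus tracer and 100% = blocker peptide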
Bcl-XL Bim block: inhibitors of Bim-Bcl-XL interaction, human; Q07817; inhibition, % at 10 µM; Bim peptide-Bcl-XL binding, bead flow cytometry, fluorescence; AID 1007; hit rate 0.04% among 190,000
Mcl1 Bid PPI: disrupts binding of human Mcl-1 to Bid peptide; inhibition, % at 21.7 µM; TR-FRET Mcl-1/Bid-Dy647 peptide binding, 1536-well; AID 1021; hit rate 0.97% among 220,000; Q07820;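 active means compounds that cut the binding signal by more than half at the single screening dose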;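 further: His-tagged Mcl-1 with europium anti-His antibody binding Bid BH3 peptide; 0% = Mcl-1 plus peptide wells and 100% = peptide-only wells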
RGS4-Gao reg: modulates binding of RGS4 to human Galphao; binding response (% of control), % at 10 µM; Multiplexed bead flow cytometry; actives lie on both sides; hit rate 0.33% among 220,000; in the data active means binding response below about 49% or above about 150%; inactive means in between;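 further: fluorescent Galphao activated with aluminum fluoride binding bead-coupled RGS4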
RGS7-Gao reg: human RGS7-Galphao interaction regulation. hit rate 0.35% among 220,000. binding response (% of control), % at 10 µM. P09471. AID 1439. Multiplexed bead flow cytometry, RGS7-Galphao binding; actives lie on both sides; in the data active means binding response below about 49% or above about 150%; inconclusive means no clear call, values can overlap the other calls; inactive means in between;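 further: fluorescent Galphao held in activated GDP-AlF4 state binding bead-coupled RGS7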
RGS8-Gao reg: modulates binding of RGS8 to human Galphao; AID 1423; hit rate 0.34% among 220,000; multiplexed bead flow cytometry; actives lie on both sides; response (percent of control binding), % at 10 µM; P09471; in the data active means response below about 60% or above about 140%; inactive means in between;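 further: Galphao activated as the GDP aluminium fluoride complex binding bead-coupled RGS8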
Bcl-W Bim block: disrupts Bim peptide binding to human Bcl-W; Q92843; inhibition, % at 10 µM; hit rate 0.02% among 190,000; bead-based flow cytometry;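 further: 0% = bound tracer without compound and 100% = peptide blocker; higher means less fluorescent Bim peptide bound to Bcl-W beads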
Target sequence (Q92843 whole entry, looked up): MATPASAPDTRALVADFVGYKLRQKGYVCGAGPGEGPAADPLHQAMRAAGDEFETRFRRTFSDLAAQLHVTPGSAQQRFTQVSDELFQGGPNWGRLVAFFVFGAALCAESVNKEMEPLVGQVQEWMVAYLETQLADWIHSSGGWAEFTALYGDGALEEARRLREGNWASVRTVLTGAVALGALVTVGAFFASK
GSH fluor: compound fluoresces at 488/530 nm on GSH beads; GSH beads flow cytometry, compound fluorescence 488/530 nm; stronger effect = higher value; fluorescence (KMESF) at 10 µM; hit rate 0.25% among 190,000; AID 1776; in the data active means fluorescence above about 89;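 further: glutathione beads carrying GST-tagged Bcl family fusion proteins plus one bare bead set; values are compound well signal with DMSO vehicle wells as background; inactives centre near 16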
Bcl-B Bim block: disrupts Bim peptide binding to human Bcl-B; Q9HD36; AID 951; inhibition, % at 10 µM; hit rate 0.073% among 190,000; bead-based flow cytometry;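 further: 0% = tracer peptide without compound and 100% = reference inhibitor peptide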
Target sequence (Q9HD36 whole entry, looked up): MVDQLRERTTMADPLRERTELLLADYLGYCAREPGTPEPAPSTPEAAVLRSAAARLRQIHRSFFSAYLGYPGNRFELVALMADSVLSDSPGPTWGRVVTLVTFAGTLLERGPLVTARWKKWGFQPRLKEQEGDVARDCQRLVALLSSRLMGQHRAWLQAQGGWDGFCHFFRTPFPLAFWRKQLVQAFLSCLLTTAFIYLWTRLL
Bcl-2 Bim block: disrupts Bim peptide binding to human Bcl-2 | P10415 | Bead-based flow cytometry, Bim peptide-Bcl-2 binding | hit rate 0.06% among 190,000 | AID 950 | inhibition, % at 10 µM; in the data active means inhibition above about 40%; inconclusive means no clear call, values can overlap the other calls;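 further: 0% = no compound wells with probe peptide and 100% = reference peptide inhibitor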
Target sequence (P10415 whole entry, looked up): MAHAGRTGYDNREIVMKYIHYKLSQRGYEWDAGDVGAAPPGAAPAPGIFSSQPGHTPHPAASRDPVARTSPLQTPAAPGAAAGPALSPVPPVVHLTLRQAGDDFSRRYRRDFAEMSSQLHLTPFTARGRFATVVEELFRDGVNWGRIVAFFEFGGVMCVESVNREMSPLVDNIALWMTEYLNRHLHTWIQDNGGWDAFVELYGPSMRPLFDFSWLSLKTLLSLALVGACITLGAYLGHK
Active calls of the source: *; ? = inconclusive; nt = no result given; [ ] = dose if it differs, or a comment. Unless noted, no stated cut-off is given here; in the data, active means inhibition above about 40%.

SMILES	Mcl-1 Bim block	Bfl-1 Bim block	Bcl-XL Bim block	Mcl1 Bid PPI	RGS4-Gao reg	RGS7-Gao reg	RGS8-Gao reg	Bcl-W Bim block	GSH fluor	Bcl-B Bim block	Bcl-2 Bim block
COc1ccc(CCc2nnc(CCC(=O)NCc3cnn(-c4ccccc4C)c3)o2)cc1	0	-3	0	-57	112	114	113	0	12	-4	0
CCOc1ccc(NC(=O)CSc2nnc(-c3ccco3)n2C)cc1	-1	0	-3	-5	99	98	100	0	17	0	-2
CCOC(=O)c1c(C)oc2c1c(C=NCc1ccccn1)c(O)c1ccccc12	0	0	-3	-28	97	98	97	0	11	-3	-1
COc1ccc2nc(NC(=O)Nc3cccc4ccccc34)sc2c1	0	-4	-2	-33	101	101	104	0	11	-3	-3
COCCSc1nc2c(c(=O)[nH]c(=O)n2C)n1Cc1cccc(C)c1	-7	-3	-14	-13	101	99	99	-9	16	-12	-8
COc1ccc(Cc2n[nH]c(=O)c3ccccc23)cc1OC	0	-13	0	-10	95	98	91	-4	10	-9	-2
Cc1ccc(NC(=O)Cc2n[nH]c(=S)n2C)cc1	-5	-3	-2	-26	101	102	98	-1	10	-9	-5
CC(c1ccccc1)N1CNc2c(c(=O)n(C)c(=O)n2C)C1 (stereo not drawn)	-2	0	0	-14	104	101	101	0	18	0	-3
Cc1cccc(C=Nc2ccccc2C(N)=O)c1	-2	0	-4	-45	102	107	101	-2	7	-3	-2
Cc1c(C(=O)N/N=C/c2ccc(-c3ccccc3[N+](=O)[O-])o2)sc(N)c1C#N	-3	0	1	80*	97	98	98	-1	8	-2	-5
Cc1c(Cl)cccc1NC(=O)Nc1ccc(C(N)=O)cc1	-2	-3	0	10	102	98	104	-1	11	-2	-1
CCCS/C(N)=N/N=C/c1cc(C)ccc1O	-4	2	-2	-19	97	101	100	0	13	-4	-1
C=CCc1ccccc1OCC(O)CN1CCN(c2ccccc2F)CC1 (stereo not drawn)	-2	-15	-5	4	98	101	101	-1	33	-9	-5
CCOc1ccccc1OCC(=O)NNC(=O)Cn1cnc2c1c(=O)n(C)c(=O)n2C	-2	-9	-4	-15	98	?	98	-3	14	-2	-3
COc1cc(C(=O)O)ccc1OCC(=O)N1CCOCC1	0	-8	2	-1	100	99	100	3	49	-2	-5
COc1nc(-c2ccncc2)nc2ccccc12	0	0	0	-12	100	100	100	0	17	1	2
O=C(O)CCC(=O)Nc1ccc(OCC(=O)O)cc1	1	-6	-1	30	106	105	103	0	61	0	0
CN1CCN(C(=O)c2cn(-c3ccccc3)nc2-c2cccnc2)CC1	0	-11	-3	10	152*[activator]	144	nt	-2	30	-9	-6
CS(=O)(=O)N(CC(=O)N/N=C/c1cc2c(cc1Br)OCO2)c1ccccc1Br	0	-1	-3	-16	99	101	102	-1	9	0	0
CCn1c(CSc2nc3ccccc3s2)nnc1SCC(N)=O	1	-2	-1	-17	105	105	110	-1	22	-1	0
COc1ccc(NS(=O)(=O)c2cccc(NC(=O)c3cnccn3)c2)cc1Br	0	-2	-3	-20	93	98	98	-3	14	-2	0
CCN1C(=O)/C(=C\c2nc3ccccc3c(=O)n2-c2ccccc2)c2ccccc21	-5	-1	-7	45	99	100	100	-3	8	-4	-1
C=CCNC(=O)c1ccc(-c2nc(-c3ccc(Cl)cc3Cl)cs2)cc1	1	-6	-4	-1	100	103	99	-1	35	-4	-1
CCOC(=O)C1CCCN1C(=O)c1ccc(OC)c(Br)c1 (stereo not drawn)	2	0	0	-15	101	?	101	0	19	0	2
O=C(Nc1cccc(-c2nc3ccccc3s2)c1)c1cccs1	0	-2	-3	-8	101	100	102	-1	8	-3	-4
CCCCCNC(=O)c1c[nH]c2ccc(S(=O)(=O)N3CCC4(CC3)OCCO4)cc2c1=O	-1	-1	0	5	98	97	102	-2	30	-4	0
COc1ccc(NC(C)=O)cc1C#N	-1	-8	-3	-3	99	98	99	-2	11	-2	-3
CC(=O)N1CCCN(Cc2nc(C3(c4ccc(C)cc4)CCCC3)no2)CC1	0	-5	-5	-32	106	103	100	-4	13	-7	-9
CC(C)c1onc(C(=O)N2CCN(C(c3ccccc3)c3ccccc3)CC2)c1[N+](=O)[O-]	-1	0	-1	0	100	102	95	-2	12	-3	-1
CCOC(=O)C1(Cc2ccccc2C(F)(F)F)CCN(C(C)COC)CC1 (stereo not drawn)	0	-4	-7	-46	105	98	100	1	15	-2	0
CS(=O)(=O)N(CC(=O)NCc1ccccc1Cl)c1cccc([N+](=O)[O-])c1	-1	-5	-1	-12	100	101	102	0	22	-4	-5
Brc1cccc(C2CC(c3ccccc3)n3nnnc3N2)c1 (stereo not drawn)	-1	0	0	4	105	102	110	-3	14	0	-4
Cc1ccc(C2=[N+]([O-])C3(CCCCC/C3=N\O)N(O)C2(C)C)o1 (stereo not drawn)	-2	-11	12	-20	113	118	112	7	44	-5	-8
O=C(CCS(=O)(=O)c1cccc2nonc12)NCc1ccc(Cl)cc1	-3	0	-3	-30	98	?	98	-2	17	-7	-2
C=CCN(CC=C)S(=O)(=O)c1ccc2nc(NC(=O)C(C)C)sc2c1	-4	-16	-14	14	103	101	102	-3	26	-11	-15
COc1ccc(N2CCN(Cc3nnc(-c4ccccc4)o3)CC2)cc1	-1	-18	-3	-96	104	106	102	-3	15	-8	-9
CC(C)C(=O)Nc1cccc(NC(=O)c2ccc([N+](=O)[O-])cc2Cl)c1	-6	-15	-11	17	103	102	102	-10	22	-15	-11
O=C(COc1ccc(Br)cc1Br)NC(=S)Nc1cccc(CO)c1	0	1	-2	16	92	93	93	-1	9	-1	2
c1ccc(CNC2=NCCC2)nc1	0	-1	-3	-33	93	89	94	-2	24	-3	-4
CC1CCN(CC(O)COCCOc2ccc(Br)cc2)CC1 (stereo not drawn)	0	-8	-4	-2	100	113	96	-3	15	-6	-6
Cn1c(=O)c2c(SCC(=O)N3CCN(c4ccccc4)CC3)nc(C3CC3)nc2n(C)c1=O	-1	-2	-3	-3	106	105	105	0	19	2	0
N#Cc1cnc2c(-c3ccccc3)c(-c3ccccc3)nn2c1N	0	-3	-3	-27	103	?	102	-1	20	-2	0
COc1ccc(/C=C/c2nc3ccccc3n2Cc2ccc(OC)c(OC)c2)cc1	0	13	6	-22	111	109	129	8	9	2	5
CCC(Sc1nc2cc(OC)c(OC)cc2c(=O)n1CCc1ccc(S(N)(=O)=O)cc1)C(=O)NCCOC (stereo not drawn)	-1	-8	-4	6	104	102	102	-3	16	-6	-5
O=S(=O)(c1ccc(OCC(O)CN2CCC(Cc3ccccc3)CC2)cc1)N1CCOCC1 (stereo not drawn)	0	-2	0	-18	102	100	102	0	19	-2	1
CCOc1cc(CNc2ccc3c(c2)CCC3)ccc1O	-2	0	-5	-66	98	100	99	0	5	-6	-1
CC(C)(C)NC(=O)COc1ccccc1C#N	-3	-8	-1	-19	96	?	99	-3	12	-4	-4
CCCn1c(SCC(=O)N2CCN(c3ccccc3)CC2)nc2ccccc2c1=O	-6	-12	-11	-24	101	102	101	-4	30	-9	-8

Entries of single compounds from above.
`c1ccc(CNC2=NCCC2)nc1` in the list: Mcl-1 Bim block = 0; Bfl-1 Bim block = -1; Bcl-XL Bim block = -3; Mcl1 Bid PPI = -33; RGS4-Gao reg = 93; RGS7-Gao reg = 89; RGS8-Gao reg = 94; Bcl-W Bim block = -2; GSH fluor = 24; Bcl-B Bim block = -3; Bcl-2 Bim block = -4
`CCOC(=O)c1c(C)oc2c1c(C=NCc1ccccn1)c(O)c1ccccc12` in the list: Mcl-1 Bim block = 0; Bfl-1 Bim block = 0; Bcl-XL Bim block = -3; Mcl1 Bid PPI = -28; RGS4-Gao reg = 97; RGS7-Gao reg = 98; RGS8-Gao reg = 97; Bcl-W Bim block = 0; GSH fluor = 11; Bcl-B Bim block = -3; Bcl-2 Bim block = -1

More results
SMILES	Mcl-1 Bim block	Bfl-1 Bim block	Bcl-XL Bim block	Mcl1 Bid PPI	RGS4-Gao reg	RGS7-Gao reg	RGS8-Gao reg	Bcl-W Bim block	GSH fluor	Bcl-B Bim block	Bcl-2 Bim block
Nn1c(SCC(=O)NC2CCCc3ccccc32)nnc1-c1ccc(Cl)cc1Cl (stereo not drawn)	-5	-7	-7	18	100	97	101	-4	12	-15	-5
Cn1cccc1Cc1nnc(SCC(=O)Nc2cccc(F)c2)n1CCc1ccccc1	-5	-5	-7	-18	99	99	100	-6	15	-11	-6
O=C(Oc1coc(CSc2nnc(NC(=O)c3cccs3)s2)cc1=O)c1ccccc1	-2	-5	-5	-12	100	96	101	-3	15	-4	-4
COc1cccc(/C=N/Nc2ncc(C(F)(F)F)cc2Cl)c1O	3	1	0	-89	100	102	97	2	3	-2	-1
COCCOC(=O)c1c(NC(=O)CSc2cccc[n+]2[O-])sc(C(N)=O)c1C	1	-5	-1	-16	98	102	101	0	16	-1	-1
COCCOC(=O)c1[nH]c2c(c1C)C(=O)CC(c1cc(OC)ccc1OC)C2 (stereo not drawn)	-1	-11	-7	4	100	105	102	1	24	-7	-9
COCCN1CC(O)=C(c2nc3ccccc3c(=O)[nH]2)C1=N	-3	-10	-4	22	101	109	99	1	46	-5	-6
COCCN1C(=O)c2oc3ccccc3c(=O)c2C1c1cccc(O)c1 (stereo not drawn)	0	-12	-4	-20	99	96	101	0	18	-6	-7
O=C(Nc1cccc(C(=O)O)c1)/C(=C\c1ccc2c(c1)OCO2)NC(=O)c1ccccc1	-1	0	0	2	101	96	99	0	12	0	0
Cn1nnnc1SCC(=O)NC(C)(C)C	4	16	3	19	102	102	105	-1	26	4	8
Cc1cc(C(=O)NC2=NCCS2)c2ccccc2n1	1	-4	0	0	92	?	98	0	12	0	0
O=C(NNC(=S)NCc1ccccc1)c1ccc(OC(F)F)cc1	-8	3	-4	-75	80	53	67	1	6	-18	3
CC(C)n1c(O)c(N=NC(=O)Cn2ccc(C(F)(F)F)n2)c2ccccc21	-3	-8	-4	-1	100	97	99	-6	11	-11	-7
CC(=O)Nc1ccc(S(=O)(=O)Oc2cccc(N3C(=O)C4CCCCC4C3=O)c2)cc1 (stereo not drawn)	0	0	2	-15	104	105	110	0	21	-1	0
O=C(O)[C@H]1CCCC[C@H]1C(=O)Nc1ccc(Nc2ccccc2)cc1	-5	-3	-7	-66	97	98	103	-5	12	-7	-1
CC1(C)N=C(N)NC(Nc2ccccc2)=N1	-2	-3	-5	-8	98	99	97	-2	11	-1	-4
O=C(OCn1nnc2ccccc2c1=O)C12CC3CC(CC(O)(C3)C1)C2	-3	-4	-5	-44	99	96	100	-1	12	-4	-3
COc1ccc(NC(=O)COC(=O)CNC(=O)c2cc(OC)c(OC)c(OC)c2)cc1	-2	-8	-9	-19	102	102	102	0	15	-10	-10
Cc1ccccc1CN1C(=O)c2ccccc2Sc2ccc(C(=O)O)cc21	-3	-4	-4	9	105	104	103	-5	15	-4	-1
COc1ccc(OC)c(C2NC(=O)NC(C)=C2C(=O)Nc2ccc(C)cc2C)c1 (stereo not drawn)	-1	-17	-7	-14	102	98	101	-5	36	-9	-6
COc1cccc(-c2ccc(SCC(=O)N3CCOCC3)nn2)c1	-4	0	0	13	95	97	102	-1	12	-3	-5
CN(C)c1ccc(C(=S)N2CCN(C(=S)Nc3cccc4ccccc34)CC2)cc1	6	7	1	-32	104	103	103	4	57	20	16
CCC(=O)Nc1nc(C)c(-c2csc(Nc3ccccn3)n2)s1	2	1	-2	-14	92	89	94	0	9	-2	-1
